# GLP-1R agonist: GLP-1 receptor (human) agonism; P43220; HEK293 GLP-1R CRE-luciferase, luminescence, 4-6 h; cells express a hypersensitive GLP-1R form; Potency, µM (top dose mostly 45.6 µM), for inactives: top-dose activation, usual class: activators; hit rate 0.007% among 380,000; AID 624172; further: potency means the concentration at half of the fitted maximal effect; % of control where 0% means no effect
# Target sequence (P43220 whole entry, looked up): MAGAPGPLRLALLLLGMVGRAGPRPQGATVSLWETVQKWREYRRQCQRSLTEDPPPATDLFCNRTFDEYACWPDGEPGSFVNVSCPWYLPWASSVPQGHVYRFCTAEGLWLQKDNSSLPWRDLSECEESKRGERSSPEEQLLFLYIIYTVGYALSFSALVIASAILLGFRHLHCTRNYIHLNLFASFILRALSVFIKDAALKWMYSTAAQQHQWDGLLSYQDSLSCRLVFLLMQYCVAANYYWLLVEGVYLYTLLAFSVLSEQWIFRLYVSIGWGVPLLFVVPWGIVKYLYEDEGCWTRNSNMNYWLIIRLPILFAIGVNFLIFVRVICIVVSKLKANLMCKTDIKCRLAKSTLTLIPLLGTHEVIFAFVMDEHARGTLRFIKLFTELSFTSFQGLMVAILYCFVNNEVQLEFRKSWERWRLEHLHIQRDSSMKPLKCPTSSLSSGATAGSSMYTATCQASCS
# EPAC1 agonist: EPAC1 (human) agonism; O95398; EPAC1 agonist qHTS, biochemical assay; response scale: 100% = response to 6.5 mM cAMP; Potency, µM (titrated, usually from 154 µM), for inactives: at the highest dose activation, actives largely listed as activators; hit rate 0.073% among 360,000; further: potency means the concentration at half of the fitted maximal effect; nearly all actives have a fitted effect of over 60% in size
#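 Normalized to 6.5 mM cAMP, activity reflects EPAC1-catalysed release of BODIPY-GDP from Rap1B, followed kinetically over 30 min at 480 nm excitation, 540 nm emission. Reaction contained 100 nM EPAC1, 250 nM Rap1B-BODIPY-GDP, 50 uM GDP.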
# GLP1R inv ag: GLP-1 receptor (human) inverse agonism. P43220. HEK293 GLP-1R CRE-luciferase, luminescence, 24 h; GLP-1R form is constitutively active. Potency, µM (doses to about 38.3 µM), inactives show at the highest dose activity change, negative = inhibition, actives largely listed as inhibitors. hit rate 1.6% among 410,000. AID 624417; further: potency means the concentration at half of the fitted maximal effect; on the % scale 0 is the no-effect control and ±100 the full control effect; nearly all actives have a fitted effect of over 55% in size
#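 Stable HEK293 clone (constitutively active GLP-1R + cAMP-response luciferase); 200 cells/uL plated, 12 h pre-culture, compound 24 hr, 37 deg C/5% CO2; detection reagent 12 min RT; luminescence.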
# IL2 activator: activates IL-2 in a cell-based reporter assay. IL-2 activation reporter assay, cell-based qHTS; stimulated with anti-CD3/CD4/CD28 beads; in transgenic mouse T cells. activation, % (series mostly up to about 46 µM). hit rate 0.065% among 360,000. AID 652025; in the data active means activation above about 50%; inconclusive means mostly about 30% to 49%; further: 0% is about no effect
#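 Readout is EGFP and DsRed signal by fluorescent plate cytometry after 18 h at 37 degrees C. Transgenic mouse T cells (750/well) received compound for 60 min before bead stimulation (anti-CD3, anti-CD4, anti-CD28); memory T cells served as non-tolerant control.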
# PI5P4Ka inh: PI5P4K alpha (human) kinase inhibition; max response, %; P48426; PI5P4Kalpha enzyme, ADP-Glo luminescence, 60 min; hits give low values; hit rate 1.2% among 330,000; active means max response of -50% or lower; inconclusive means between -30% and -50%; inactive means -30% or higher; further: value at the top dose of about 77 µM; on the % scale 0 is the no-effect control and ±100 the full control effect
#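 PI5P4Kalpha ADP-Glo assay; 5 microM ATP final; 60 min RT reaction; HEPES pH 7.4/EGTA/CHAPS, 5% DMSO; controls lacking substrate or enzyme; luminescent end-point.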
# PLK1 PBD block: PLK1 (human) polo-box domain binding inhibition | P53350 | Plk1 PBD binding of FITC phosphopeptide, fluorescence polarization | Potency, µM, without a hit: max response, negative = inhibition, usual class: inhibitors | hit rate 2.8% among 360,000; further: potency means the concentration at half of the fitted maximal effect; series mostly up to about 57 µM; on the % scale 0 is the no-effect control and ±100 the full control effect; nearly all actives have a fitted effect of over 65% in size
# HEK293 tox: cytotoxicity in counter-screen for GLP-1R inverse agonists | HEK293 cAMP-luciferase reporter cells, luminescence, 24 h | hit rate 0.13% among 410,000 | Potency, µM (titrated, usually from 38.3 µM), without a hit: at the top dose activity change, negative = inhibition, usual class: inhibitors;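 further: loss of luciferase light is scored as toxicity; potency means the concentration at half of the fitted maximal effect; on the % scale 0 is the no-effect control and ±100 the full control effect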
#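 Seeding density was 200 cells/uL; after overnight-length (12 h) culture, 23 nL compounds went on for 24 h at 37 °C. Readout used a luciferase detection reagent, luminescence taken after 12 min at room temperature.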
# EPAC1 antagonist: EPAC1 (human) antagonism. O95398. EPAC1 GEF assay, Rap1b-BODIPY-GDP exchange fluorescence. Potency, µM (top dose mostly 115 µM), without a hit: top-dose activity change, negative = inhibition, most hits filed as inhibitors. hit rate 0.14% among 360,000. AID 720709;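 further: potency means the concentration at half of the fitted maximal effect; plate controls were vehicle for no effect and positive control for full effect; nearly all actives have a fitted effect of over 50% in size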
# PTHR1 ag: agonists of human PTHR1 parathyroid hormone receptor. Q03431. Potency, µM (doses to about 115 µM), without a hit: at the top dose activation, most hits filed as activators. AID 743266. HEK293 GP2 PTHR1 cells, GloSensor cAMP luminescence, 1 h. hit rate 0.075% among 410,000; further: potency means the concentration at half of the fitted maximal effect; nearly all actives have a fitted effect of over 55% in size; some results filed as inactive show a strong effect at the top dose; inactives centre near -15; many of its hits are not listed in these tables
# Target sequence (Q03431 whole entry, looked up): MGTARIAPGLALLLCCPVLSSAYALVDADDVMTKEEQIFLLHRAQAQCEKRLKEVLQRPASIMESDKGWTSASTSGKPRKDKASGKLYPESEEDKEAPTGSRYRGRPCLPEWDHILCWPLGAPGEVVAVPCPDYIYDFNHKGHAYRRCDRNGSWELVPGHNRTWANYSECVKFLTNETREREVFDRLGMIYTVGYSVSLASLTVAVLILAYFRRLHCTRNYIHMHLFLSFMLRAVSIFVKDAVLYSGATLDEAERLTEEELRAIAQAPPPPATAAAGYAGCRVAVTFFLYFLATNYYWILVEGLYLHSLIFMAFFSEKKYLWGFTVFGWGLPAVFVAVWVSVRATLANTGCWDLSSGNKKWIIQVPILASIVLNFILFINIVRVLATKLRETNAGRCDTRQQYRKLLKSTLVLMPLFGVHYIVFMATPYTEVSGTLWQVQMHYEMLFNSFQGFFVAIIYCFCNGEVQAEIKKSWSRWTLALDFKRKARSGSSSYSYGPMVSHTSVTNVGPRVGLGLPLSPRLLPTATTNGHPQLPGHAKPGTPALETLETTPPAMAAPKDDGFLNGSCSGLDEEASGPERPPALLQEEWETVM
#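 HEK-293-derived GP2 cells expressing PTHR1 and a GloSensor cAMP reporter, 3,000/well, plated overnight, given luciferin plus IBMX (each 0.5 mM as added) for 1 h at 37 °C, then compound for 1 h at 37 °C. Luminescence was read after 15 min at room temperature.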
# Starred values were filed as active, the others as inactive; i = inactive; u = inconclusive; x = not tested or not shown; & = joins results of further samples; [ ] = remark or other dose. Unless noted, the call rests on the fitted dose curve; in most records, active means well fitted curve in the direction sought with a large enough effect; inconclusive means small, poorly fitted or top-dose-only effect, or another doubt; inactive means no such curve, though single readings can be large; an effect the other way counts as inactive or inconclusive. Only part of the results is shown; count on the stated rates, not on these rows.
canonical_smiles	GLP-1R agonist	EPAC1 agonist	GLP1R inv ag	IL2 activator	PI5P4Ka inh	PLK1 PBD block	HEK293 tox	EPAC1 antagonist	PTHR1 ag
CCCCNc1c(-c2ccc(SC(C)CC)c(OC)c2)nc2ccc(Cl)cn12 (stereo not given)	27%	-17%	-3%	-1.4	2	2%	-5%	-15%	-24%
CCCS(=O)(=O)N1CCC(C(=O)N2CCCC2)CC1	14%	10%	2%	-0.8	3	3%	40%[activator]	13%	i
CC(C)=C(c1ccc(Cl)cc1)c1c(N)ncnc1N	1%	9%	-6%	1.9	3	-5%	4%	-5%	-2%
O=C(c1cc2ccccc2oc1=O)N1CCCN(C(=O)c2cc3ccccc3oc2=O)CC1	8%	11%	4%	-0.6	1	-16%	4%	-5%	i
O=c1cc(-c2ccccc2)nc2cc(-c3ccc(Br)cc3)[nH]n12	13%	-16%	11%	-1.1	-10	-5%	6%	4%	-11%
COc1cc(C(=O)NCC(=O)N/N=C(/C)c2ccc3c(c2)CCCC3)cc(OC)c1OC	0%	3%	-2%	1.1	2	-12%	0%	u	-41%[inhibitor]
Cc1ccc(S(=O)(=O)N2[C@@H](c3cccc(Cl)c3)C(C(=O)O)=CC[C@H]2c2ccc(Cl)c(Cl)c2)cc1	-4%	8%	u	-0.1	u	21µM*	0%	u	-21%
Cc1ccccc1NC1=CC(=O)CC(C)(C)C1	21%	9%	-9%	-3.7	x	-2%	1%	5%	-2%[57.5 µM]
COC(=O)c1ccc(NS(=O)(=O)c2ccc(-c3cc(C)no3)s2)cc1	-5%	13%	17%	0.6	-3	-8%	-11%	5%	-13%
COc1cc2c(cc1OC)C(C)N(S(=O)(=O)c1cccs1)CC2 (stereo not given)	20%	5%	u	-0.1	-2	0%	-4%	-10%	i
Cc1cccc(OCCn2c(CCCO)nc3ccccc32)c1	5%	-5%	u	-2.6	-2	-2%	-12%	3%	i
COc1ccc(OCC(=O)NNC(=O)c2cc3ccccc3o2)cc1	0%	-3%	-5%	2.5	0	-1%	-15%	9%	-23%

# Single records, as listed above. Values in the order: GLP-1R agonist | EPAC1 agonist | GLP1R inv ag | IL2 activator | PI5P4Ka inh | PLK1 PBD block | HEK293 tox | EPAC1 antagonist | PTHR1 ag
# Results for `COc1cc(C(=O)NCC(=O)N/N=C(/C)c2ccc3c(c2)CCCC3)cc(OC)c1OC` = 0% | 3% | -2% | 1.1 | 2 | -12% | 0% | u | -41%[inhibitor]
# Results for `CC(C)=C(c1ccc(Cl)cc1)c1c(N)ncnc1N` = 1% | 9% | -6% | 1.9 | 3 | -5% | 4% | -5% | -2%

# The listing picks up, starting 2 compounds before the break.
canonical_smiles	GLP-1R agonist	EPAC1 agonist	GLP1R inv ag	IL2 activator	PI5P4Ka inh	PLK1 PBD block	HEK293 tox	EPAC1 antagonist	PTHR1 ag
Cc1cccc(OCCn2c(CCCO)nc3ccccc32)c1	5%	-5%	u	-2.6	-2	-2%	-12%	3%	i
COc1ccc(OCC(=O)NNC(=O)c2cc3ccccc3o2)cc1	0%	-3%	-5%	2.5	0	-1%	-15%	9%	-23%
CC1(C)CC(=O)C=C(NCCc2ccc(S(N)(=O)=O)cc2)C1	1%	1%	10%	2.1	-1	-3%	-3%	14%	i
COc1ccc(C(=O)N[C@H](C(=O)NCCCSc2ccccc2)C(C)C)cc1	-7%	-1%	u	0.9	-1	0%	-26%	-9%	i
COc1ccc(C(=O)NNC(=O)c2ccccc2[N+](=O)[O-])cc1	4%	6%	12%	0.0	-7	-4%	-5%	-10%	i
CCCCOC(=O)CCc1c(C)[nH]c(=S)[nH]c1=O	-2%	2%	12%	3.2	6	-5%	15%	0%	-24%[57.5 µM]
Cc1nn(-c2ccccc2)nc1CNC(=O)C1CCC1	-3%	-4%	9%	0.8	-25	-4%	9%	-6%	-7%
Cc1c(NC(=O)C(C)N2C(=O)C3C4C=CC(C4)C3C2=O)c(=O)n(-c2ccccc2)n1C (stereo not given)	-3%	-4%	-20%	-3.8	-2	-2%&-2%	-14%	2%	i
Cc1ccc(C(c2nnnn2CC2CCCO2)N2CCN(C)CC2)cc1 (stereo not given)	-5%	8%	17%	-0.5	-1	3%	-22%	-21%	-14%
CN1CCN(C(=O)CCN2C(=O)S/C(=C/c3ccc(Cl)cc3)C2=O)CC1	6%	5%	u	1.7	-2	-13%	0%	-9%	i
O=C(NCc1ccccn1)[C@@H]1CCCN1C(=O)[C@@H]1CCCN1C(=O)c1cccc2ccccc12	44%	17%	25%	0.8	2	-12%	-2%	-13%	-6%
c1ccc2cc(OCCN3CCCC3)ccc2c1	3%	6%	-5%	0.2	x	-4%	-7%	8%	-12%[57.5 µM]
OC(CNc1ncnc2sccc12)c1ccccc1 (stereo not given)	4%	6%	u	-0.9	-10	-4%	-2%	29%	-36%[inhibitor]
CC(C)c1ccc(S(=O)(=O)N2CCN(C(=O)C3CCCC3)CC2)cc1	11%	7%	-15%	-1.4	-2	-5%	14%	2%	-43%[inhibitor]
O=C(O)c1ccc(NC(=O)C2CCN(S(=O)(=O)c3ccc4c(c3)OCCO4)CC2)cc1	-3%	2%	20%	-1.7	-10	7%	65%[activator]	2%	-8%
CCC(C(=O)NCc1ccccc1)n1c(-c2ccc3c(c2)CCO3)nc2ccccc21 (stereo not given)	x	-4%	-12%	-0.7	4	-9%	14%	-7%	i
CSCCC(/C(O)=C(\C#N)c1nc2ccccc2[nH]1)N1C(=O)c2ccccc2C1=O (stereo not given)	-1%	3%	1%	-0.3	-2	-3%	6%	-22%	i
CC(NC(=O)COc1cc(=O)n(C)c2ccccc12)c1ccc2c(c1)OCCO2 (stereo not given)	-5%	-5%	5%	-0.5	0	0%	9%	1%	i
COc1ccc(Nc2nccc(N(C)C)c2C#N)cc1	3%	2%	2%	-0.2	-1	1%	-27%	5%	i
CCOC(=O)CCNC(=O)N1CCCC(CCC(=O)N(C)CCc2ccccn2)C1 (stereo not given)	0%	4%	22%	1.8	5	-13%	-12%	-10%	i
COC(=O)N1CN(C(=O)OC)CN(C(=O)OC)C1	-1%	5%	11%	1.8	29	-2%	4%	10%	i
CN1C(=O)[C@H]2[C@@H](c3ccccc3)N[C@]3(CCCN(Cc4ccc(F)cc4)C3=O)[C@H]2C1=O	-8%	4%	-1%	-2.2	-1	4%	7%	12%	i
CCC(=O)Nc1ccc(N2CCN(C(=O)c3cccs3)CC2)cc1	8%	-3%	-9%	-0.1	-3	-11%	1%	-1%	-24%
CCOC(=O)C1=CNS(=O)(=O)NC1c1ccc2ccccc2c1 (stereo not given)	-1%	-10%	13%	0.1	1	-26%	1%	-14%	0%
COCCCNC(=S)NCCCNc1nc2cc3c(cc2cc1C#N)OCO3	4%	-7%	0%	0.7	x	u	121%[activator]	2%	i
CCCCNC(=O)C1(C)CCN1C(=O)Cc1cccc2ccccc12 (stereo not given)	-1%	-13%	7%	-0.1	-1	2%	4%	-4%	i
CCN(Cc1ccccc1)C(c1ccncc1)c1nnnn1C(C)(C)C (stereo not given)	-7%	4%	0%	-0.6	x	-5%	1%	3%	i
Cc1[nH]c2ccc(C(=O)NCCCN3CCCC3)cc2c1C	1%	10%	14%	0.0	2	-5%	1%	-4%	i
COc1ccccc1NC(=O)CN(C)S(=O)(=O)c1cccc2cccnc12	-2%	0%	-11%&-5%	0.4	4	-12%	2%&-5%	-21%	-30%
COC(=O)c1ccc(CNC(=O)C23CC4CC(CC(C4)C2)C3)cc1	6%	0%	u	-2.3	3	-1%	7%	-26%	-15%
COc1cc(C(=O)OCC(=O)N2CCC(Cc3ccccc3)CC2)cc(OC)c1OC	0%	u	-5%	1.8	-5	-8%	-4%	-14%	-16%
CNC(=O)c1cccc(NC(=O)CCCNC(=O)c2ccc(Cl)cc2)c1	1%	2%	12%	1.7	2	-1%	6%	7%	-5%
COc1cc(C2NC(=O)NC(C)=C2C(=O)OC2CCCC(C)C2)ccc1O (stereo not given)	12%	6%	0%	-0.1	x	-5%	-22%	-4%	i
COC(=O)CN1C(=O)[C@H]2[C@@H](c3ccc(C)o3)N3C(=O)CN(CC4CC4)C(=O)[C@@]3(C)[C@H]2C1=O	-2%	-33%[inhibitor]	2%	-2.4	0	-12%	17%	-23%	-20%
COC(=O)c1cc(NS(=O)(=O)c2ccc(N3CCCCCC3)c([N+](=O)[O-])c2)cc(C(=O)OC)c1	2%	19%	u	-0.3	1	-11%	7%	-9%	i
CC1(C)CC(=O)C=C(Nc2ccccc2F)C1	-2%	4%	3%	-1.1	-7	-5%	-8%	8%	i
COc1cc(C(=O)NCC(=O)OCc2ccc(F)cc2)cc(OC)c1OC	4%	-2%	-8%	-0.2	3	-13%	1%	5%	u
CCN1CCN(S(=O)(=O)c2ccc(Cl)c(C(=O)NCc3ccco3)c2)CC1	20%	2%	0%	-1.0	1	-12%	10%	-15%	-18%

# Sorted by value in EPAC1 antagonist (ascending): five from the list above.
SMILES,GLP-1R agonist,GLP1R inv ag,PI5P4Ka inh,PLK1 PBD block,EPAC1 antagonist,PTHR1 ag
COc1cc(C(=O)OCC(=O)N2CCC(Cc3ccccc3)CC2)cc(OC)c1OC,0%,-5%,-5,-8%,-14%,-16%
CN1CCN(C(=O)CCN2C(=O)S/C(=C/c3ccc(Cl)cc3)C2=O)CC1,6%,u,-2,-13%,-9%,i
COCCCNC(=S)NCCCNc1nc2cc3c(cc2cc1C#N)OCO3,4%,0%,x,u,2%,i
CN1C(=O)[C@H]2[C@@H](c3ccccc3)N[C@]3(CCCN(Cc4ccc(F)cc4)C3=O)[C@H]2C1=O,-8%,-1%,-1,4%,12%,i
OC(CNc1ncnc2sccc12)c1ccccc1 (stereo not given),4%,u,-10,-4%,29%,-36%[inhibitor]

# High-throughput results (PubChem BioAssay)
